Assay outcomes: PubChem BioAssay, The Scripps Research Institute Molecular Screening Center
phage Ecoli inh: E. coli growth loss with phage present. inhibition, % at 11.9 µM. growth absorbance. 360,000 tested, 0.26% active; in the data active = inhibition above about 11%
Starred values were filed as active, the others as inactive.

SMILES	phage Ecoli inh
CC(=O)Nc1cc(-c2ccc(C(=O)N3CCOCC3)cc2)cn2c(-c3ccc(C(C)=O)cc3)cnc12	0.4
OC[C@H]1O[C@@H](c2nc(-c3ccc(C4OCCO4)cc3)no2)[C@H](O)[C@@H]1O	4.9
Oc1ccc(Cl)c(CN2CCN(c3ncc(Cc4ccccc4)cn3)CC2)c1	1.8
CCCNC(=O)Nc1ccc2c(c1)OC[C@H](C)N(C(=O)C1CCCCC1)C[C@@H](C)[C@H](OC)CN(C)C2=O	3.6
CC(C)C[C@@H](CN1CCC[C@H]1CN1C(=O)C(=O)NC[C@@H]1Cc1ccccc1)N1C[C@H](Cc2ccccc2)N(CC2CCCCC2)C(=O)C1=O	5.3
COc1ccc(Cl)cc1-c1cc(C(=O)NCc2ccco2)[nH]n1	4.7
CC(=O)C1=C(C)N(Cc2ccc(Cl)cc2)C(=S)NC1c1cccc(Br)c1 (centres undefined)	3.9
COc1cccc(C(c2nnnn2C(C)(C)C)N2CCN(C/C=C/c3ccccc3)CC2)c1OC (centres undefined)	-0.4
C=CS(=O)c1sc(Cl)c(N2CCOCC2)c1[N+](=O)[O-] (centres undefined)	5.3
CCOc1cc(OCC)cc(C(=O)N2CCC[C@H]2C(=O)N2CCC[C@H]2C(=O)NCc2ccncc2)c1	1.7
C=CCN=C1NC(c2ccc(Cl)cc2)C(C(=O)OC)=C(C)N1Cc1cccc(C(F)(F)F)c1 (centres undefined)	4.8
CCOC(=O)C[C@@H]1OC[C@H](C)N1S(=O)(=O)c1ccc(C)cc1	2.8
CCCCn1nnnc1C(c1ccccc1)N1CCN(c2cccc(C)c2C)CC1 (centres undefined)	2.5
Cc1ccc2cc(NC(=O)C3(C)CCN3C(C)C)ccc2n1 (centres undefined)	0.8
COc1cccc(C(C)(O)c2nc(-c3cccc(NC(C)=O)c3)cs2)c1 (centres undefined)	3.6
CCOC(=O)[C@]12CCCC=C1N(Cc1ccc(Cl)cc1Cl)C(=O)[C@H](CC(=O)NCCCCc1ccccc1)C2	2.6
Cc1cc(=O)[nH]c(NN=C2CCCCC2C)n1 (centres undefined)	2.7
COc1ccc(C(O)c2nc(-c3ccccc3C)cs2)cc1 (centres undefined)	-0.3
COc1ccc(C=O)c(-c2c(-c3ccccc3OC)sc3ccccc23)c1	2.9
CC(C)(C)NC(=O)C(c1ccc(-c2ccccc2)cc1)n1c(=O)c(-c2cc3ccccc3[nH]2)nc2ccccc21 (centres undefined)	2.9
COCCNC(=O)C1(C)CCCN(C(=O)c2ccco2)C1 (centres undefined)	3.3
O=C(NCc1ccco1)Nc1c(Cl)cc(Cl)cc1Cl	1.0
CC1(C(=O)NCc2cccs2)CCN1C(=O)Cc1cccc2ccccc12 (centres undefined)	2.3
COc1cc(NC(=O)c2ccc(-c3cccnc3)c3ccoc23)cc(OC)c1OC	0.9
CCCNC(=O)C1(C)CCCN(C(=O)Cc2cccc(OC)c2)C1 (centres undefined)	2.3

Next part
SMILES	phage Ecoli inh
CC(=O)c1ccc(-c2cnc3c(NC=O)cc(-c4ccc(C(=O)N5CCOCC5)cc4)cn23)cc1	1.1
CCOC(=O)[C@]12CCCC=C1N(Cc1ccco1)C(=O)[C@H](CC(=O)N1CCOCC1)C2	0.6
O=[N+]([O-])c1ccc(Br)c(CN2CCN(c3ncc(Cc4ccccc4)cn3)CC2)c1	0.5
O=C(c1[nH]c(C(F)(F)F)nc1-c1ccccc1)N1CCCCC1	2.9
S=C(SCc1c(Cl)cccc1Cl)N1CCSCC1	0.5
C[C@H](O)[C@@H]1CN2CCc3c([nH]c4c(-c5ccccc5)cccc34)[C@@H]2C[C@@H]1N(C)C(=O)NC1CCCCC1	4.4
O=C(c1[nH]c(C(F)(F)F)nc1-c1ccccc1)N1CCC2(CC1)C(=O)NCN2c1ccccc1	3.7
CCCCNC(=O)C1(C)CCN1C(=O)c1ccncc1 (centres undefined)	3.3
CCCCc1c(-c2ccc(OC)c(OC)c2)ncn1CCc1ccccc1OC	-0.9
O=C(/C=C/[C@H]1O[C@@H](n2cnc3c(NC(=O)c4ccccc4)ncnc32)[C@H](O)[C@@H]1O)N[C@@H](CO)Cc1c[nH]c2ccccc12	2.4
CC1(C(=O)NS(=O)(=O)c2cccc(F)c2)CCN1C(=O)Cc1cccc2ccccc12 (centres undefined)	2.5
COc1cccc(-c2cc3nc(NCCCN(C)C)n(C)c(=O)c3s2)c1	0.1
Cc1cc(Nc2cc(C(F)(F)F)cc(C(F)(F)F)c2)cc(=O)n1-c1cc(C(F)(F)F)cc(C(F)(F)F)c1	-0.9
CCNC(=O)C1(C)CCCN(Cc2cccc3c(OC)cc(C(=O)OCC)cc23)C1 (centres undefined)	2.0
CCCc1nc2cc(C)c(Br)c(C)n2c1Cc1ccsc1	3.7
COCOc1ccc(-c2ncc(OC)nc2NC(=O)c2cc(C)oc2C)cc1	3.0
COc1ccc(NC(=O)N(C)C[C@H]2OCc3cnnn3CCCC(=O)N([C@H](C)CO)C[C@@H]2C)c(OC)c1	-2.6
CC(CC(=O)Nc1ccc2c(c1)c(=O)n(C)n2-c1ccccc1F)c1ccccc1 (centres undefined)	-2.2
CC1(C)OC(=O)C2=C(C[C@@H](CCc3ccccc3)O[C@H]2CCc2cccc(Cl)c2)O1	0.9
O=C(NCCc1ccccc1Cl)[C@@H]1CCCN1C(=O)[C@@H](NC(=O)N1CCOCC1)C1CCCCC1	1.4
Nc1nc2ncccn2c1-c1ccc(C(F)(F)F)cc1	-1.2
COc1ccc(OC)c(NC(=O)C2(C)CCN2Cc2ccccc2Cl)c1 (centres undefined)	3.1
Cn1c(Oc2ccncc2)nc2cc(-c3ccsc3)sc2c1=O	0.3
CCC(CC)C(=O)N(C)c1c(C)nc2c(OCc3cccc(OC)c3)cccn12	1.4
COC(=O)/C=C1\OCc2cc(C)ccc21	2.5

Other structures:
SMILES	phage Ecoli inh
CCc1nc2ccc(C(=O)Nc3cc(-c4ccccc4)ccc3OC)cn2c1N(C)CCC(C)C	2.2
CCCCN1CN(S(=O)(=O)c2cccs2)c2nc3ccccc3nc21	0.4
CC(C)Nc1nc(NCCOc2ccccc2Cl)c2sccc2n1	3.0
COC(=O)[C@]1(CC(C)C)NC=C(C(=O)c2ccccc2)[C@@H]1c1cccc(C(F)(F)F)c1	0.8
O=C(O)C1CCCN(C(=O)/C=C/c2ccccc2)CC1 (centres undefined)	2.2
COc1ccc(C(=O)N2CCCCC2c2cc(C(=O)NCc3ccccc3)no2)cc1 (centres undefined)	3.3
CC(C)(C)S(=O)(=O)/C(C#N)=C/c1cccn1S(=O)(=O)c1ccccc1	0.9
CCCCCCN1CCN(C2CN(Cc3cn(Cc4ccc(F)cc4)nn3)S(=O)(=O)C2)CC1 (centres undefined)	0.6
COC(=O)[C@H](CC(C)C)NC(=O)CC[C@H]1O[C@@H](n2ccc(=O)[nH]c2=O)[C@H](O)[C@@H]1O	-0.1
COc1cccc(CN2CCC2(C)C(=O)Nc2cccc3cccnc23)c1OC (centres undefined)	0.4
CCOC(=O)C1=C(C(=O)OCC)C2N(Cc3ccc(Br)cc3)c3ccccc3[C@@]23C[C@@H](C(=O)OC)N(S(=O)(=O)c2ccc(OC)cc2)C3=N1 (some centres undefined)	1.9
COc1ccc([C@@H]2C[C@H]3[C@@H](CN2S(=O)(=O)c2ccccc2)C(=O)C[C@@H](c2ccc(OC)cc2)N3S(=O)(=O)c2ccccc2)cc1	-1.2
CCOC(=O)N(C)c1c(CC)nc2c(OCc3ccc(OC(F)F)cc3)cccn12	2.8
CC(C)C[C@H]1CN(CCCC[C@H]2CNC(=O)C(=O)N2CCc2ccc(O)cc2)C(=O)C(=O)N1CCc1ccccc1	1.2
CCCCNc1ccc2c(c1)OC[C@H](C)NS2(=O)=O	2.7
C[C@@H](NC(=O)[C@@H]1CCCN1C(=O)[C@@H]1CCCN1C(=O)c1ccccc1)c1ccccc1	-2.1
CCCC[C@@H]1CNC(=O)C(=O)N1CCc1cccc(F)c1	2.8
O=C(c1ccc(-n2cncn2)c2ccoc12)N1CCOCC1	2.3
CC(C)C[C@H]1CN([C@@H](CC(C)C)CN2CCC[C@H]2CN2C(=O)C(=O)NC[C@@H]2Cc2ccc(O)cc2)C(=O)C(=O)N1CC1CCCCC1	2.1
CCCCN1C(=O)C(CC(=O)NC2CCCCC2)CC(C(=O)N2CCCCCC2)=C1C (centres undefined)	2.4
O=C(Nc1nnc([C@H]2C[C@H](O)[C@@H](CO)O2)s1)Nc1cccc(Cl)c1Cl	3.4
Cc1noc(C)c1S(=O)(=O)NC(=O)C1(C)CCN1C(=O)c1ccccc1CCc1ccccc1 (centres undefined)	0.0
Nc1[nH]c(C(=O)c2ccccc2)c(-c2cccc3ccccc23)c1C(=O)NCc1ccc(F)c(F)c1	2.1
COC(=O)[C@]12C[C@H](CC(=O)NCCCCc3ccccc3)C(=O)N(Cc3ccccc3)C1=C[C@H](C1CCCC1)O[C@@H]2C	0.2
Cc1ccc(F)cc1-c1nc(NC(C)C)nc2cc(-c3ccccc3)sc12	1.2

Other entries:
SMILES	phage Ecoli inh
CC1(C(=O)NS(=O)(=O)c2ccc(F)cc2F)CCN1C(=O)Cc1cccc2ccccc12 (centres undefined)	3.3
COC(=O)CCCn1cc(CN2CC(N3CCN(Cc4cccc(C)c4)CC3)CS2(=O)=O)nn1 (centres undefined)	4.8
CCCCn1nnnc1C(c1cc2ccccc2o1)N1CCN(c2c(C)cccc2C)CC1 (centres undefined)	1.2
CC(=O)c1cccc(-c2ccnc3c2CC(C(=O)Nc2ccc(F)c(Cl)c2)O3)c1 (centres undefined)	-0.2
O=C(NCc1ccccn1)[C@@H]1CCCN1C(=O)[C@@H]1CCCN1C(=O)c1ccccc1	0.1
Nc1nc2ccccc2cc1C(=O)NCc1cccs1	4.3
CCO/C(C)=N/Oc1cc(OC)cc(OC)c1	3.1
Cc1ccc(C(=O)N2CCC[C@@H]2C(=O)N2CCC[C@@H]2C(=O)NCc2ccccc2)cc1C	1.9
NS(=O)(=O)c1ccc(CCNc2ccn3nc(-c4cccc(C(F)(F)F)c4)cc3n2)cc1	3.0
CC1(C(=O)NS(=O)(=O)c2ccccc2)CCN1C(=O)Cc1ccccc1 (centres undefined)	2.6
C#CCNC(=O)C[C@@H]1C[C@@]2(C(=O)OCC)CCC=C2N(Cc2ccco2)C1=O	0.6
CCCCNC(=O)C[C@@H]1C[C@@]2(C(=O)OC)CCCCC=C2N(Cc2ccc3c(c2)OCO3)C1=O	-0.8
Cc1ccc(CN2C(=O)CN(S(C)(=O)=O)CC2(C)C(=O)NC(C)C)cc1 (centres undefined)	1.4
O=S1(=O)CC(N2CCCCC2)CN1Cc1ccc(F)cc1 (centres undefined)	3.7
CSc1ccc(OC2(C)CCN(Cc3ccc(C(C)C)cc3)C2)cc1 (centres undefined)	0.0
NC(=O)c1csc(-c2ccc(CO)o2)n1	2.8
CCCc1nc2ccc(C(=O)OC)cn2c1Cc1ccc(C)cc1	0.1
OC(c1cccc(F)c1)c1ncc(-c2ccc(C(F)(F)F)cc2)[nH]1 (centres undefined)	4.7
COc1ccc(CC(N)c2csc(NC(=O)NCc3ccccc3)n2)cc1 (centres undefined)	-0.2
COC(=O)N1C[C@H](Oc2ncccn2)[C@H]2C[C@@H]1c1ccccc1O2	0.5
CC(=O)NC(Cc1ccccc1C)C(=O)NC1CCN(c2c3c(nc4ncnn24)CCC3)CC1 (centres undefined)	3.5
CC(C)C[C@@H]1COc2cc(N3CCSCC3)ccc2S(=O)(=O)N1	0.9
CCOc1ccc2nc(S(=O)(=O)NC(=O)C3(C)CCN3C(=O)c3c(C)noc3C)sc2c1 (centres undefined)	8.3
COc1c(C)cc(C(O)c2ncc(-c3cccc(C(F)(F)F)c3)[nH]2)cc1C (centres undefined)	0.8
CCCCC[C@H](C)N1C[C@H](COCc2ccccc2)Oc2cc(N3CC[C@H](N(C)C)C3)ccc2S1(=O)=O	9.0

3 entries from above, ordered by the number in phage Ecoli inh, rising:
SMILES	phage Ecoli inh
COc1ccc(NC(=O)N(C)C[C@H]2OCc3cnnn3CCCC(=O)N([C@H](C)CO)C[C@@H]2C)c(OC)c1	-2.6
CC(=O)Nc1cc(-c2ccc(C(=O)N3CCOCC3)cc2)cn2c(-c3ccc(C(C)=O)cc3)cnc12	0.4
CC(=O)NC(Cc1ccccc1C)C(=O)NC1CCN(c2c3c(nc4ncnn24)CCC3)CC1 (centres undefined)	3.5

Next section.
SMILES	phage Ecoli inh
CSCCC(C(=O)Nc1c(C)cccc1C)N1CCC(Cc2ccccc2)CC1 (centres undefined)	1.7
O=C(NCc1ccco1)c1ccc2sc([C@@H]3O[C@H](CO)[C@H](O)[C@H](O)[C@H]3O)nc2c1	3.3
COc1cccc(CNc2nc3cc(-c4cccc(C(F)(F)F)c4)sc3c(=O)n2C)c1	3.3
c1ccc2c(C(c3nnnn3-c3ccc4c(c3)OCCO4)N3CCOCC3)ccnc2c1 (centres undefined)	0.2
OC(c1ccc(F)cc1)c1nc(-c2ccc(F)c(Cl)c2)cs1 (centres undefined)	4.1
C[C@@H]1CN([C@H](C)CO)C(=O)CCCn2cc(nn2)CO[C@H]1CN(C)C(=O)c1ccc(N2CCN(C)CC2)cc1	2.9
COC(=O)[C@@]1(Cc2ccc(F)cc2)[C@H]2c3cc(C(=O)N4CCCC4)n(C)c3C[C@H]2CN1C(=O)c1ccccc1	0.9
CSCCC(c1nc2ccccc2[nH]1)n1c(/C=C/c2ccc(Cl)cc2)nc2ccccc21 (centres undefined)	-1.6
Clc1ccccc1Nc1nc(NCc2ccccc2)nc2ccsc12	1.2

An excerpt of these results, as labelled records:
C[C@@H]1CN([C@H](C)CO)C(=O)CCCn2cc(nn2)CO[C@H]1CN(C)C(=O)c1ccc(N2CCN(C)CC2)cc1
  phage Ecoli inh = 2.9

COC(=O)[C@@]1(Cc2ccc(F)cc2)[C@H]2c3cc(C(=O)N4CCCC4)n(C)c3C[C@H]2CN1C(=O)c1ccccc1
  phage Ecoli inh = 0.9

Rewritten field by field: entries from further up.
Compound: COc1cccc(CNc2nc3cc(-c4cccc(C(F)(F)F)c4)sc3c(=O)n2C)c1
  phage Ecoli inh: 3.3

Compound: c1ccc2c(C(c3nnnn3-c3ccc4c(c3)OCCO4)N3CCOCC3)ccnc2c1 (centres undefined)
  phage Ecoli inh: 0.2

Compound: OC(c1ccc(F)cc1)c1nc(-c2ccc(F)c(Cl)c2)cs1 (centres undefined)
  phage Ecoli inh: 4.1

Compound: C[C@@H]1CN([C@H](C)CO)C(=O)CCCn2cc(nn2)CO[C@H]1CN(C)C(=O)c1ccc(N2CCN(C)CC2)cc1
  phage Ecoli inh: 2.9

Only part of the results is shown; count on the stated rates, not on these rows.
